# GPR151 activ – activators of human GPR151 | activation, % at 11.2 µM | hit rate 1% among 650,000 | Q8TDV0 | PathHunter beta-arrestin GPR151 cells, luminescence; in the data active means activation above about 4.9%;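 further: 0% = median of compound wells and 100% = cells with positive control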
# TEAD-YAP block – TEAD-YAP interaction inhibition; HEK-TIYL cells, TEAD-Gal4/YAP UAS-luciferase luminescence; inhibition, % at 9.12 µM; hit rate 1.4% among 640,000; AID 1259422; in the data active means inhibition above about 32%;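 further: 0% = median of test compound wells and 100% = reference inhibitor wells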
# FBW7 act – activators of human E3 ligase FBW7; normalized activity (activation), % at 26.1 µM; AID 1259310; AlphaScreen FBW7–phospho-cyclin E peptide binding, activator screen; Q969H0; hit rate 0.13% among 650,000; in the data active means normalized activity above about 1.9%;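 further: purified mutant Fbw7 with reduced substrate affinity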
# Target sequence (Q969H0 whole entry, looked up): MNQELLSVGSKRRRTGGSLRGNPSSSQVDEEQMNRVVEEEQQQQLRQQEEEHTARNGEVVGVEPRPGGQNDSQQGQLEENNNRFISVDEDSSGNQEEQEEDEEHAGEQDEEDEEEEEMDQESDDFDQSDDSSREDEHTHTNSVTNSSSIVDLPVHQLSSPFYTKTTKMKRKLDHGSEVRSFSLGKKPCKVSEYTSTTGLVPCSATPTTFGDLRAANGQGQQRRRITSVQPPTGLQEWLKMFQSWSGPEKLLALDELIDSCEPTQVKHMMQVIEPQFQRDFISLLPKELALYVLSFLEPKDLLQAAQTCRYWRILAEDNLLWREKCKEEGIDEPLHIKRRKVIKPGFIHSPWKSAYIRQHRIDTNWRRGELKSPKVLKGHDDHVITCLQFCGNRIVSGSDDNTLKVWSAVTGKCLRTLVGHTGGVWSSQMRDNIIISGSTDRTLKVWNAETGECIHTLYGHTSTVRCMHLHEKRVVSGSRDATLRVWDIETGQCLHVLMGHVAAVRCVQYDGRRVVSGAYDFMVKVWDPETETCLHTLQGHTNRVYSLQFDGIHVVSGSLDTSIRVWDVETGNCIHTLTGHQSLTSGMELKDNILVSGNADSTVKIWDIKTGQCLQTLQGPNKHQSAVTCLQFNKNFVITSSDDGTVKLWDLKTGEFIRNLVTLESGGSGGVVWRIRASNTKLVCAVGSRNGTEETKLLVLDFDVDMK
# MITF inh – human MITF inhibition, primary screen. AlphaScreen MITF homodimerization, bead proximity signal. inhibition, % at 2.6 µM. hit rate 0.91% among 650,000. AID 1259374; in the data active means inhibition above about 50%;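 further: 0% = vehicle wells with protein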
# * = called active by the depositor.
no.	canonical_smiles	MITF inh	FBW7 act	TEAD-YAP block	GPR151 activ
1	CCOC(=O)c1sc(=NC(=O)c2nn(C)cc2C)n(C)c1C	0	-0.2	-16	-0.1
2	Cn1cc(C(=O)N2CC=C(c3ccccc3)CC2)c2ccccc2c1=O	15	0.1	14	-0.2
3	COc1ccc(-n2c(S)c(C(=O)Nc3ccc(C)cc3)[n+]3cc(C(N)=O)ccc23)cc1	14	0.5	4	-0.8
4	CC(C)C(C(=O)O)N1C(=O)/C(=C/c2ccccc2[N+](=O)[O-])SC1=S (configuration not stated)	4	0.2	7	-1.0
5	Nc1cccc(-c2cc(C(=O)Nc3ccccc3)ccn2)c1	-2	0.2	-1	1.5
6	O=C(NCCO)c1csc(N2CCN(c3ccccn3)CC2)n1	3	0.1	1	1.5
7	Cc1ccc(SCC(=O)Nc2ccc3nc(C)sc3c2)cc1	12	0.2	-7	1.5
8	COc1cccc(NC(=S)NC(=O)c2cccs2)c1	18	0.1	-49	-1.3
9	Cc1sc2ncnc(N/N=C/c3ccncc3)c2c1C	-2	-0.3	-16	0.1
10	c1ccc(-c2oc3ncn4nc(-c5cccs5)nc4c3c2-c2ccccc2)cc1	10	1.0	-2	-1.4
11	OC(CNCc1cc(F)cc(F)c1)COc1ccccc1 (configuration not stated)	-6	-0.2	4	-1.6
12	CSc1cccc(NC(=O)NC(C)(C)C)c1	13	1.0	10	-0.3
13	CC(=O)Nc1ccc(OCC(=O)Nc2ccc(F)cc2)cc1	6	0.9	12	-0.7
14	C=Cn1c2ccccc2c2nc3ccccc3nc21	-11	0.0	-28	-2.3
15	O=C(Nc1nc2ncccc2cc1-c1ccccc1)C1CCCCC1	5	0.9	1	-1.2
16	Cc1cc2c(cc1C)NC(c1ccccc1)C1=C(CC(C)(C)CC1=O)N2 (configuration not stated)	-2	0.2	3	0.3
17	O=C(Nc1nc(-c2ccc3c(c2)OCCO3)cs1)c1ccc([N+](=O)[O-])o1	-9	0.1	4	0.2
18	O=C(CCc1nnc(Cc2ccc3c(c2)OCO3)o1)N(CCO)Cc1cccs1	-11	0.6	-1	0.2
19	Cc1ccnc(N=Cc2c(C)[nH]n(-c3ccccc3)c2=O)c1	5	0.1	11	0.1
20	CC(OC(=O)CCCC(=O)Nc1ccc(Br)cc1)C(=O)c1ccccc1 (configuration not stated)	-2	-0.1	3	-1.3
21	O=C(Nc1cc(N2C(=O)c3ccccc3C2=O)ccc1Cl)c1cccs1	6	0.0	-12	1.9
22	CCCCC(CC)CNC(=O)c1ccc(NC2=NC3CS(=O)(=O)CC3S2)cc1 (configuration not stated)	-4	-0.1	0	-0.6
23	Cc1cc(NCc2nc3ccccc3[nH]2)nc(Nc2nccc3ccccc23)n1	2	-0.1	0	1.0
24	CCCCNC(=S)Nc1ccc(C(=O)OCC)cc1	3	0.1	-10	2.2
25	COc1ccc(OC)c2[nH]c(=O)c(CCNC(=O)Cc3cccc(C)c3)cc12	4	0.0	8	0.1
26	Cc1ccc2nc3sc(C(=O)NCc4cccs4)c(N)c3cc2c1	12	0.2	-62	0.9
27	CC(=O)c1ccc(NC(=O)CCCOc2ccc(Cl)c(C)c2)cc1	10	0.3	4	1.2
28	O=C(CN1C(=O)S/C(=C\c2ccccc2O)C1=O)c1ccc(Cl)cc1	10	0.1	4	2.1
29	COc1ccccc1-n1nc(C(=O)NCCCN2CCOCC2)c2ccccc2c1=O	-3	-0.1	-3	2.7
30	Cc1nc(N2CCN(C(=O)NCc3ccccc3)CC2)c2c3c(sc2n1)CCCC3	17	0.2	-5	-0.7
31	CCOCCCNC(=O)c1c[nH]c2ccc(S(=O)(=O)N3CCc4ccccc43)cc2c1=O	-2	0.1	4	-1.2
32	O=C(CCc1c[nH]c2ccccc12)Nc1ccc(F)cc1	6	-0.1	0	2.7
33	Cc1cc(C)c(S(=O)(=O)Nc2ccc3c(c2)CCCN3C(=O)C2CC2)cc1C	-7	0.1	-2	-0.1
34	COc1ccccc1CNS(=O)(=O)c1c(C)n(C)c(=O)n(C)c1=O	-8	-0.2	7	0.3
35	COc1ccc(OC)c(/C=C2\SC(=S)N(c3cc(C(=O)O)cc(C(=O)O)c3)C2=O)c1	15	0.1	1	0.7
36	CCOc1ccc(C(=O)Nc2cc(Cl)ccc2OC)cc1OCC	-1	0.1	-3	-0.9
37	OCCCNc1cc(-c2cccc(C(F)(F)F)c2)nc(-c2cccnc2)n1	6	0.3	12	1.9
38	COc1ccc(S(=O)(=O)N2CCC(C(=O)NCc3ccco3)CC2)cc1OC	4	0.1	-6	-0.4
39	COC(=O)c1cc(C(=O)Nc2cccc(Cl)c2C)cc([N+](=O)[O-])c1	10	0.1	1	-0.3
40	COc1ccccc1CNC(=O)COc1cccnc1[N+](=O)[O-]	-6	0.0	-9	0.9
41	Cc1ccc(S(=O)(=O)Nc2ccccc2/C=N/c2nc3ccccc3[nH]2)cc1	13	0.3	16	0.0
42	CNC(=O)c1cc2c(=O)n3cc(C)ccc3nc2n(Cc2ccc(C)cc2)c1=N	14	-0.1	0	-0.9
43	CC(=O)c1ccc(NC(=O)C2c3ccccc3Oc3ccccc32)cc1	3	0.1	-23	0.3
44	Cc1cc(C)c(C)c(S(=O)(=O)Nc2ccc(C(=O)N3CCN(C)CC3)cc2)c1C	-16	0.1	-13	-0.7
45	COc1ccc(OC)c(C2CC(c3ccc(C)cc3)=NN2S(=O)(=O)c2ccccc2)c1 (configuration not stated)	0	-0.2	-8	0.2
46	COc1ccc(-c2csc(=Nc3c(C)n(C)n(-c4ccccc4)c3=O)n2-c2ccccc2)cc1	-2	0.0	5	-0.3
47	OC(COc1ccc2c(c1)OCO2)CN1CCN(Cc2ccccc2)CC1 (configuration not stated)	-17	-0.1	-3	0.1
48	N#CC1=C(N)OC2=C(C(=O)CC(c3ccccc3)C2)C1C1CCCCC1 (configuration not stated)	-1	0.0	-3	0.6
49	Cc1sc2ncnc(NC(C(=O)O)C(C)C)c2c1C (configuration not stated)	8	0.0	4	4.6
50	O=C(Oc1ccc(C2CCCCC2)cc1)c1cc(I)ccc1Cl	1	-0.1	14	1.1
51	Nc1cc(N2CCCC2)ccc1[N+](=O)[O-]	-4	-0.5	-9	1.4
52	Cc1ccc(NC(=O)CC2Nc3ccccc3N(CC(=O)Nc3cccc(C)c3)C2=O)cc1 (configuration not stated)	-8	0.1	-8	-0.4
53	O=C(NCCC1=CCCCC1)NC1(C(F)(F)F)Oc2ccccc2O1	-7	0.1	-3	0.0
54	O=C(NCCc1nnc2n1CCN(Cc1cc3ccccc3s1)CC2)C1CCCO1 (configuration not stated)	-5	-0.1	-9	0.4
55	CCCCNC(=O)/C(=C/c1ccc2c(c1)OCO2)NC(=O)/C=C/c1ccc(OC)cc1	15	0.0	2	-0.8
56	O=C1Nc2ccc(OC(F)(F)F)cc2C1=O	14	0.1	-5	0.8

# More structures follow:
no.	canonical_smiles	MITF inh	FBW7 act	TEAD-YAP block	GPR151 activ
57	OCc1ccccc1-c1cnn2c(NC3CCCNC3)ccnc12 (configuration not stated)	11	-0.2	-24	-0.7
58	CCOC(=O)CCN(Cc1ccccc1F)S(=O)(=O)c1ccc([N+](=O)[O-])cc1	-6	-0.3	-5	3.1
59	CCOC(=O)c1c(NC(=O)c2ccc(F)cc2)sc2c1CCN(C(C)=O)C2	-4	0.0	22	1.5
60	CCCn1c(=O)c2c(nc3n2CC(C)CN3c2cccc(Cl)c2)n(C)c1=O (configuration not stated)	-1	-0.1	-6	4.3
61	COC(=O)c1ccc(NC(=O)COc2ccc(C34CC5CC(CC(C5)C3)C4)cc2)cc1	5	0.0	7	5.3*
62	CCCCCC1CCC(C2CCC(CO)CC2)CC1 (configuration not stated)	-1	-0.1	2	-0.2
63	CC(=O)c1ccc(NC(=O)COC(=O)/C=C/c2cccc(F)c2)cc1	-14	-0.2	1	1.5
64	NC(=O)C(OC(=O)c1ccccc1Cl)C(OC(=O)c1ccccc1Cl)C(N)=O (configuration not stated)	7	0.1	-14	1.5
65	COc1ccccc1CN1CCC2(CC1)NC(=O)c1ccccc1O2	9	-0.1	-2	0.2
66	CCN1/C(=C/c2ccc3cc(C)ccc3[n+]2CCO)Sc2ccccc21	26	0.1	58*	0.2
67	O=C(NCc1ccccc1)c1ccncc1	9	-0.1	-6	2.5
68	COC(=O)COc1cccc(NC(=O)c2ccccc2-c2ccccc2C(=O)O)c1	-2	0.1	-2	3.5
69	CCOC(=O)c1ccc(NC(=O)c2ccc(OC)cc2)cc1	11	-0.1	-15	1.5
70	CCC(C)C(=O)NCC1Cc2cccc(-c3ncccn3)c2O1 (configuration not stated)	-9	-0.2	-10	-0.3
71	CCCSc1nsc(SCCC)c1C#N	1	0.1	2	-1.3
72	Nc1ccc2nc(SCC(=O)N3CCN(c4nc5ccccc5s4)CC3)sc2c1	13	0.0	12	-0.1
73	Oc1c(Br)cc(/C=N/Nc2ccccn2)cc1Br	13	0.0	-10	-6.8
74	CCC(CO)NCc1ccc(-c2ccccc2)cc1 (configuration not stated)	-5	-0.1	-16	0.1
75	CS(=O)(=O)N(CC(=O)Nc1ccc(F)cc1F)c1ccc(F)c(Cl)c1	7	0.1	2	-0.5
76	CC(/C=C/c1ccccc1)=N\NC(=O)c1ccc(F)cc1	-4	-0.2	-37	-2.0
77	COCc1cc(C)[nH]c(=O)c1C#N	14	0.2	12	-1.3
78	O=C(CSc1nnc2n(CC(=O)N3CCCC3)c3ccccc3n12)NC1CCCCC1	0	0.0	1	0.5
79	COC(=O)C(Cc1cncn1COCc1ccccc1)NC(=O)OC(C)(C)C (configuration not stated)	2	-0.2	-8	-0.7
80	CCCCNC(=O)c1cc(-c2ccc3c(c2)OCO3)on1	-10	-0.1	-18	0.1
81	CC1CCc2nc(NC(=O)Cc3cccs3)sc2C1 (configuration not stated)	-12	0.4	-65	3.7
82	Cc1ccccc1NC(=O)CCC(=O)N/N=C/c1ccco1	-1	0.0	-1	-1.2
83	CN1CCN(CCCNC(=O)CCCn2nc(-c3ccccc3)c3ccccc32)CC1	12	0.5	1	0.5
84	CCN(CC)CCCNC(=O)c1cn(C(C)c2ccccc2F)nn1 (configuration not stated)	-7	-0.1	3	-0.1
85	COc1cccc(CN2CCN(Cc3ccc(C)o3)CC2CCO)c1 (configuration not stated)	-11	-0.1	-9	-1.0
86	COC(=O)c1sc(SC)nc1Nc1ccnc(Nc2ccc(N3CCOCC3)cc2OC)c1	14	-0.1	-14	0.5
87	COC(=O)c1cc(=O)c2c(C)nc(C(Cl)(Cl)Cl)nc2[nH]1	5	-0.1	-5	1.5
88	COc1ccccc1CN1CCN2C(=O)[C@H](Cc3cnc[nH]3)NC(=O)[C@H]2C1	10	0.1	-6	1.3
89	COc1ccc(-n2nc(C(=O)NCC(=O)NCCN(C)C)c3ccccc3c2=O)cc1Cl	4	-0.1	6	1.0
90	C=CCO/N=C/C1=C(O)C(C(=O)OC)C(C)(C)CC1=O (configuration not stated)	9	0.6	-16	1.2
91	Cc1ccc2nc(-c3ccccc3)cc(C(=O)NCCCN3CCOCC3)c2c1	16	0.1	8	-0.8
92	CCOc1cccc(NC(=O)C2CC(=O)N(C)C(=Nc3cccc(F)c3)S2)c1 (configuration not stated)	16	-0.1	-3	2.1
93	CC(C(=O)O/N=C(\N)c1ccccc1)c1ccc([N+](=O)[O-])cc1 (configuration not stated)	5	0.1	7	0.1
94	COC(=O)c1ccc2c(=O)n(-c3ccccc3F)c(=S)[nH]c2c1	20	0.2	3	0.4
95	Cc1cn2c(=O)c(C(=O)N(C)CC(=O)N(C)C)cnc2s1	-1	-0.1	2	-0.6
96	COc1cc(CCC(=O)OCc2nc3ccccc3s2)cc(OC)c1OC	12	0.1	1	0.8
97	COc1ccc(Cc2nnc(C(=O)NC3CCCCCC3)o2)cc1OC	-1	-0.4	3	0.8

# By substructure, the entries above containing fluorine.
no.	canonical_smiles	MITF inh	FBW7 act	TEAD-YAP block	GPR151 activ
11	OC(CNCc1cc(F)cc(F)c1)COc1ccccc1 (configuration not stated)	-6	-0.2	4	-1.6
13	CC(=O)Nc1ccc(OCC(=O)Nc2ccc(F)cc2)cc1	6	0.9	12	-0.7
32	O=C(CCc1c[nH]c2ccccc12)Nc1ccc(F)cc1	6	-0.1	0	2.7
37	OCCCNc1cc(-c2cccc(C(F)(F)F)c2)nc(-c2cccnc2)n1	6	0.3	12	1.9
53	O=C(NCCC1=CCCCC1)NC1(C(F)(F)F)Oc2ccccc2O1	-7	0.1	-3	0.0
56	O=C1Nc2ccc(OC(F)(F)F)cc2C1=O	14	0.1	-5	0.8
58	CCOC(=O)CCN(Cc1ccccc1F)S(=O)(=O)c1ccc([N+](=O)[O-])cc1	-6	-0.3	-5	3.1
59	CCOC(=O)c1c(NC(=O)c2ccc(F)cc2)sc2c1CCN(C(C)=O)C2	-4	0.0	22	1.5
63	CC(=O)c1ccc(NC(=O)COC(=O)/C=C/c2cccc(F)c2)cc1	-14	-0.2	1	1.5
75	CS(=O)(=O)N(CC(=O)Nc1ccc(F)cc1F)c1ccc(F)c(Cl)c1	7	0.1	2	-0.5
76	CC(/C=C/c1ccccc1)=N\NC(=O)c1ccc(F)cc1	-4	-0.2	-37	-2.0
84	CCN(CC)CCCNC(=O)c1cn(C(C)c2ccccc2F)nn1 (configuration not stated)	-7	-0.1	3	-0.1
92	CCOc1cccc(NC(=O)C2CC(=O)N(C)C(=Nc3cccc(F)c3)S2)c1 (configuration not stated)	16	-0.1	-3	2.1
94	COC(=O)c1ccc2c(=O)n(-c3ccccc3F)c(=S)[nH]c2c1	20	0.2	3	0.4

# Screens: PubChem BioAssay, The Scripps Research Institute Molecular Screening Center
